Assay outcomes as filed in PubChem BioAssay.
BRCA1 expr up: increases BRCA1 expression | AID 624202 | MCF7-BRCA1-FFLuc reporter, luminescence, 48 h; response scale: scaled: vehicle 0%, 10 µM genistein 100% | Potency, µM (titrated, usually from 46.1 µM), for the others: at the highest dose activation, actives largely listed as activators | 380,000 compounds, 1.1% hits; note: nearly all actives have a fitted effect of over 80% in size; some results filed as inactive show a strong effect at the top dose
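Quantitative HTS in MCF7 cells stably reporting BRCA1 expression via firefly luciferase. Compound treatment lasts 48 h at 37 °C in phenol-red free MEM. Activation is expressed relative to genistein at 10 microM and DMSO.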
Rab9 prom act: Rab9 promoter activation. Huh7 Rab9 promoter-luciferase reporter, luminescence, 24 h. Potency, µM (series often up to 9.22 µM), for inactives: top-dose activation, negative = inhibition, actives largely listed as activators. 320,000 compounds, 2.8% hits. AID 485297; note: % of control where 0% means no effect; nearly all actives have a fitted effect of over 60% in size
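Stable Rab9-luc Huh7, 1500 cells/well, 2 h settle; cmpd in DMSO, 24 h, 37 °C/5% CO2; luciferase reagent 10 min RT; luminescence.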
MLL CXXC-DNA inh: blocks binding of human MLL CXXC domain to DNA; Q03164; MLL-CXXC / FITC-HOXA9 DNA fluorescence polarization; Potency, µM (titrated, usually from 115 µM), for the others: at the top dose activity change, negative = inhibition, hits mostly inhibitors; 290,000 compounds, 0.037% hits; AID 2662; active = well fitted inhibition curve with a large enough effect in the polarisation, with a control signal flat, not every such curve was filed as active; inconclusive = small, poorly fitted or top-dose-only effect, or effect the other way, or a change in a side signal; inactive = no such curve, though single readings can be large or run the other way; the % refers to the polarisation
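Fluorescence polarization: 7 uM MLL-CXXC (stock) preincubated 5 min with compounds, then 50 nM fluorescein-HOX-A9 DNA (stock) added; 30 min ambient. Buffer 50 mM Tris-HCl pH 7.5, 50 mM NaCl, 1 mM DTT, 0.05% BSA.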
ELG1 genotox: genotoxicity induction in ELG1-luciferase HEK293T cells; 330,000 compounds, 1.3% hits; HEK293T ELG1-luciferase reporter, luminescence, 16 h; Potency, µM (highest dose often 46 µM), for inactives: top-dose activity change, positive = activation, usual class: activators; note: % of control where 0% means no effect; nearly all actives have a fitted effect of over 60% in size
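Genotoxic stress is detected as increased luminescence from luciferase-tagged ELG1 in HEK293T cells, measured with ONE-Glo after a 16 hr treatment at 37 °C.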
VP16 counter: Gal4-VP16 reporter inhibition counter-screen. Potency, µM (highest dose often 53.6 µM), without a hit: at the highest dose activity, negative = inhibition, usual class: inhibitors. Drosophila S2 Gal4-VP16 UAS-luciferase, luminescence, 20 h. 310,000 compounds, 3.5% hits;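 note: Gal4-VP16 expression switched on by copper sulfate through the metallothionein promoter; % is set by controls: 0 for no effect and ±100 for the full control effect; nearly all actives have a fitted effect of over 50% in size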
p53 reactivator: mutant p53 re-activation in reporter cells; H1299 p53-A138V BP100-luciferase reporter, luminescence, 24 h; 320,000 compounds, 0.063% hits; Potency, µM (highest dose often 92.2 µM), for the others: at the top dose activity change, positive = activation, usual class: activators; AID 504706; note: % of control where 0% means no effect; nearly all actives have a fitted effect of over 45% in size
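p53-null H1299 cells stably carrying temperature-sensitive p53-A138V and a BP100-luciferase reporter were pinned with compounds (4-point, 1:5 series) and held 24 hrs at 37 deg C. Luminescence was read 10 min after detection reagent.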
NPC1 prom act: activators of NPC1 promoter | Huh7 NPC1 promoter luciferase reporter, 24 h | Potency, µM (highest dose often 9.22 µM), for inactives: at the highest dose activation, most hits filed as activators | 320,000 compounds, 2.4% hits | AID 485313;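 note: % of control where 0% means no effect; nearly all actives have a fitted effect of over 60% in size; reporter is driven by a mutant NPC1 promoter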
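Stable NPC1-promoter luciferase Huh7 line; cpd (DMSO) 24 h, 37 °C, 5% CO2; Amplite luciferase reagent 10 min RT; luminescence readout. qHTS format.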
FLuc modulator: inhibits or activates purified firefly luciferase, miR-21 counter-screen; 360,000 compounds, 6.9% hits; AID 588342; Potency, µM (titrated, usually from 57.5 µM), for the others: at the top dose activity change, negative = inhibition, hits mostly inhibitors; purified FLuc, Km substrates, luminescence inhibition; P08659;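 note: plate controls were vehicle for no effect and reference inhibitor for full effect; nearly all actives have a fitted effect of over 55% in size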
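Purified P. pyralis luciferase (10nM final) with 10uM D-luciferin and 10uM ATP (Km levels) in 50mM Tris acetate pH 7.5, 10mM Mg acetate, 0.01% Tween-20, 0.05% BSA; qHTS 6-point titration, ~60 µM downward; luminescence read.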
uPA generation: inhibitors of cell surface uPA generation; 330,000 compounds, 0.31% hits; cell surface uPA generation assay, qHTS; Potency, µM (titrated, usually from 38.3 µM), for inactives: at the highest dose activity change, negative = inhibition, hits mostly inhibitors; AID 540303; active = well fitted inhibition curve with a large enough effect; inconclusive = small, poorly fitted or top-dose-only effect; inactive = no such curve, though single readings can be large or run the other way; tested in mouse RAW 264.7 cells; note: % is set by controls: 0 for no effect and ±100 for the full control effect; nearly all actives have a fitted effect of over 55% in size
RORgamma inh: blocks mouse ROR gamma transcriptional activity; 310,000 compounds, 5.4% hits; Drosophila S2 Gal4-RORgamma UAS-luciferase reporter, 20 h; AID 2551; Potency, µM (series often up to 53.6 µM), without a hit: at the top dose activity change, negative = inhibition, most hits filed as inhibitors; note: % is set by controls: 0 for no effect and ±100 for the full control effect; nearly all actives have a fitted effect of over 60% in size
Target sequence (P51450 whole entry, looked up, the tested form may be a part): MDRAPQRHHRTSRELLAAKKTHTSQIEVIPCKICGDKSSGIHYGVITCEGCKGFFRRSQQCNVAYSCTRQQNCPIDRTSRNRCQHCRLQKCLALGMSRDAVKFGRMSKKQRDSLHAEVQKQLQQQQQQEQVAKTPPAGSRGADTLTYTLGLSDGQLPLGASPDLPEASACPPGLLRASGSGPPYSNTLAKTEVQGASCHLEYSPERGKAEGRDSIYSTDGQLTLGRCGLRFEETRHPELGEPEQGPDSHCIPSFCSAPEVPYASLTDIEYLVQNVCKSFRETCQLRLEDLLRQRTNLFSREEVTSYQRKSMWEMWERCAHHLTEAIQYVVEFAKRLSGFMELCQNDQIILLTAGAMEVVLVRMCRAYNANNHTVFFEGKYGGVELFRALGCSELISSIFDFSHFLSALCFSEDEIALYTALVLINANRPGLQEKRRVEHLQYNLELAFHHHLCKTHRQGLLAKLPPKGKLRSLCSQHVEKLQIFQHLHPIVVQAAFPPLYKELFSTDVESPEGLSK
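Luciferase reporter read in Schneider cells carrying Gal4-RORγ (mouse) and UAS-Photinus luciferase; cells given compound 1 h before 700 uM copper sulfate induction, then incubated 20 h at ambient temperature.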
MBNL1 CUG block: blocks human MBNL1 binding to CUG repeat RNA. 280,000 compounds, 0.036% hits. AID 2675. TR-FRET MBNL1-His/biotin-(CUG)12 binding, 665/545 ratio. Q9NR56. Potency, µM (doses to about 57.5 µM), inactives show at the top dose activity change, negative = inhibition, most hits filed as inhibitors; active = well fitted inhibition curve with a large enough effect in the signal ratio, with a control signal flat, not every such curve was filed as active; inconclusive = small, poorly fitted or top-dose-only effect, or effect the other way, or a change in a side signal; inactive = no such curve, though single readings can be large or run the other way; the % refers to the signal ratio; note: % is set by controls: 0 for no effect and ±100 for the full control effect
Target sequence (Q9NR56 whole entry, looked up): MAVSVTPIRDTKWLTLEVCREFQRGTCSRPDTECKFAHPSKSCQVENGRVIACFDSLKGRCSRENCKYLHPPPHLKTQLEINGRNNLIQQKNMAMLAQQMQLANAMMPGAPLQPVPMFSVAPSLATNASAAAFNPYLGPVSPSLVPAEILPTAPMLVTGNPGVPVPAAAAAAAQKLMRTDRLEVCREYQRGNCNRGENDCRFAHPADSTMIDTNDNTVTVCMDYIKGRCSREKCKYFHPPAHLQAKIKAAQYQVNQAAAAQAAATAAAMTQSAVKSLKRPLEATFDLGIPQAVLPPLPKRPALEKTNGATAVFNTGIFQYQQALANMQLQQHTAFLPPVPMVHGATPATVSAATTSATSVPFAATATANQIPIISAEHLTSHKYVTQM
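Inhibition of protein-RNA binding appears as loss of TR-FRET between terbium anti-His antibody on MBNL1-His and streptavidin-XL665 on biotin-(CUG)12. Activity is normalized to buffer-only and uninhibited-complex controls.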
* marks the source's active call; other numbers are inactive results; ? = inconclusive; nt = not tested or not shown; & = joins results of further samples; [ ] = dose if it differs, or a comment. Unless noted, calls come from the whole dose curve; as a rule, active = well fitted curve in the direction sought with a large enough effect; inconclusive = small, poorly fitted or top-dose-only effect, or another doubt; inactive = no such curve, though single readings can be large; an effect the other way counts as inactive or inconclusive. Potency is the fitted concentration of half-maximal effect.

SMILES	BRCA1 expr up	Rab9 prom act	MLL CXXC-DNA inh	ELG1 genotox	VP16 counter	p53 reactivator	NPC1 prom act	FLuc modulator	uPA generation	RORgamma inh	MBNL1 CUG block
CCC(=O)NC(C)C(c1cccs1)N1CCN(c2ccccc2)CC1 (configuration not stated)	-6%	3%	0%	-3%	-7%	7%	-3%	-1%	13%	12%	-28%
CC(c1ccon1)N(C)Cc1cn[nH]c1-c1ccc(-c2ccccc2)cc1 (configuration not stated)	43%	4%	2%	2%	5%	0%	12%	?	2%	14%	-5%
NC(=O)c1nsc(C(=O)N(Cc2ccc(F)cc2)C(C(=O)NCC2CCCO2)c2ccc(F)cc2)c1N (configuration not stated)	-17%	-8%	-1%	0%	7%	-2%	0%	-1%	nt	10%	7%
CCCn1nnc(NC(=O)c2ccc(Br)o2)n1	38%	17%	-8%	21%	-4%	?	14%	-11%	-1%	3%	-4%
CC(=O)Oc1c(S(=O)(=O)c2ccc(C)cc2)c(C)nn1C(C)(C)C	-6%	6%	-19%	-9%	-2%	-3%	-3%	0%	-7%	2%	4%
COCCCNC(=O)Cn1nnc(-c2ccc(NC(=O)c3cccnc3)cc2)n1	nt	2%	5%	0%	-8%	3%	-2%	2%	nt	-3%	-3%
OC[C@H]1O[C@H](OC[C@H]2OC(O)[C@H](O)[C@@H](O)[C@@H]2O)[C@H](O)[C@@H](O)[C@@H]1O (some centres not stated)	7%	1%	nt	-9%	nt	4%	10%	0%	-6%	nt	nt
Cc1ccc(NC(=O)c2c3c(nc4ccccc24)CCC3)cc1	-11%	-2%	1%	2%	-7%	7%	-4%	3%	3%	1%	12%
CC(=O)N1CCc2cc(S(=O)(=O)NC(CC(C)C)C(=O)Nc3ccc4c(c3)OCCO4)ccc21 (configuration not stated)	-30%	-4%	9%	?	8%	16%	-2%	-1%	5%	25%	-1%
O=C(c1cnn2cccnc12)N1CCN(Cc2ccc3c(c2)OCO3)CC1	9%	-3%	-4%	-7%	5%	-35%[inhibitor]	0%	-2%	3%	8%	-10%
Cc1ccc2c(Cl)c(C(=O)NCCCn3ccnc3)sc2c1	-3%	11%	13%	2%	19%	3%	0%	?	-3%	1%	20%
O=S(=O)(NCc1csc(-c2cccs2)n1)c1cccs1	?	18%	-6%	2%	-1%	6%	19%	-17%	4%	22%	nt
OCCN1CCOCCN(CCO)CCN(CCO)CC1	-1%	11%	-7%	2%	-4%	6%	-2%	1%	10%	-9%	3%
COc1ccc(-n2c(SCC(=O)Nc3cc(C)on3)nc3c(c2=O)SCC3)cc1	-13%	0%	-7%	-1%	-2%	-10%	-1%	10%	7%	18%	?
COC(=O)c1ccccc1NC(=O)c1ccc(-c2cccc(Cl)c2)o1	63%	19%	5%	?	-2%	7%	?	3%	6%	14%	1%
Cc1ccc(C(=O)O)cc1-c1ccc(C=C2C(=O)c3ccccc3C2=O)o1	1%	-4%	-11%	0%	-9%	0%	0%	17µM*	6%	1%	0%
Cc1cc(C)cc(OCC(=O)Nc2nc(-c3cccnc3)cs2)c1	-38%	-5%	?	?	?	16%	-2%	-1%	11%	?	5%
CCOc1ccc(-c2nnc(-c3ccco3)o2)cc1	-23%	0.35µM*	13%	?	?	3%	0.63µM*	0.95µM*	?	16µM*	0%
Cc1ccc(N(C)S(=O)(=O)c2nnc(NC(=O)c3ccco3)s2)cc1	-14%	1%	19%	-2%	-7%	-1%	1%	5%&-8%	2%	30%	-13%
O=C(c1ccco1)N1CCN(C(=O)c2cc3c(s2)-c2ccccc2OC3)CC1	-1%	-2%	11%	2%	1%	1%	5%	?	-1%	31%	17%
O=C(Nc1ccc2c(c1)OCO2)C1CC(c2c(F)cccc2Cl)=NO1 (configuration not stated)	63%	?	-3%	?	?	?	4µM*	?	-1%	-53%	-1%
O=C(CSCc1ccccc1)Nc1ccccc1	-15%	0%[1.84 µM]	-5%	?	21%	20%	19%	?	-3%	9%	4%
Nc1nc(-c2ccccc2)nn1C(=O)Cc1ccccc1	-23%	-2%	31%[activator]	4%	-3%	7%	-2%	0%	-2%	7%	-1%
Cc1csc(Nc2ccc(C(=O)O)cc2)n1	77%	16%	4%	6%	0%	6%	20%	?	-6%	7%	-2%
Cc1cccc(OCc2occc2C(=O)Nc2cccc(-n3cnnn3)c2)c1	-23%	0%	9%	-5%	-2%	-4%	-7%	-17%	0%	25%	1%
C=CCN(c1cccc(C(F)(F)F)c1)S(=O)(=O)c1cccc(C(=O)OCC(=O)NC(N)=O)c1	1%	2%	0%	-1%	-9%	-12%	-3%	5%	0%	27%	-16%
COc1cc(NC(=O)c2cccs2)c(OC)cc1NC(=O)CCC(=O)Nc1ccc2ncccc2c1	-33%	-5%	0%	-14%	?	-2%	0%	4%	4%	?	15%
O=C(OCC(=O)N1CCN(c2ccccc2)CC1)c1ccc(O)cc1O	-5%	0%	-2%	-5%	3%	-15%	7%	0%	4%	16%	-3%
Cc1nc2cc(C(F)(F)F)ccc2n1C1CCN(C(=O)N2CCOCC2)CC1	6%	-7%	6%	-5%	-2%	-9%	-1%	0%	-3%	-2%[10 µM]	-4%
CCC(=O)N1CCc2cc(S(=O)(=O)NC(Cc3ccccc3)C(=O)O)ccc21 (configuration not stated)	-3%	-6%	-2%	0%	9%	5%	1%	4%&-3%	-1%	-17%	-4%
CCNC(=S)N1CCC(C(O)(c2ccccc2)c2ccccc2)CC1	0%	-3%	-28%	-5%	22%	-2%	-5%	-1%	-3%	-27%	-8%
Cc1cccc(-c2cc(C(=O)Nc3c(C)n(C)n(-c4ccccc4)c3=O)c3ccccc3n2)c1	-11%	3%	-7%	-19%	5%	-9%	3%	?	-2%	-1%	-5%
CCOc1ccc(C(=O)Nc2cccc(C)n2)cc1	?	1µM*	2%	?	?	3%	2µM*	2.4µM*	-8%	8.9µM*	6%
Cc1nc(-c2ccc(F)cc2)c(CC(=O)N2CCN(S(=O)(=O)c3ccc(F)cc3)CC2)s1	-17%	-3%	-9%	-12%	-2%	-12%	-2%	1%	-1%	33%	-2%
CC(=O)Oc1ccccc1C1C[C@]2(C)CC(=O)NC2N1C(C)=O (some centres not stated)	2%	2%	-1%	2%	-8%	-2%	0%	0%	-15%	-9%	-3%
COc1ccc(NC2CCCN(C(=O)c3cn(C)c4ccccc34)C2)cc1 (configuration not stated)	-3%	6%	-1%	0%[9.26 µM]	6%	-8%	-2%	1%	4%	-15%	4%
O=C(CSc1cn(CCNC(=O)c2ccccc2)c2ccccc12)NCc1ccco1	29%	-2%	-6%	2%	4%	8%	3%	?	-14%	-35%	-15%
Cc1cc(C)c(NC(=O)CN2C(=O)NC(CCc3ccccc3)C2=O)c(C)c1 (configuration not stated)	-21%	-8%	-10%	-2%	2%	-7%	-3%	-2%	nt	25%	-3%
COc1cccc(/C=C2\SC(=S)N(c3cccnc3)C2=O)c1OC	0%	-4%	-4%	0%	?	7%	-1%	2.4µM*	0%	2%	-9%
O=C(Nc1nc(-c2cc(F)ccc2F)cs1)c1cccc(N2C(=O)CCC2=O)c1	-19%	-1%	nt	0%	nt	-5%	10%	2%	-7%	nt	nt
Cc1cccnc1NC(=O)Nc1cccs1	-6%	11%	3%	17%	14%	2%	14%	12µM*	-4%	21%	-8%
COc1ccc(/C=N/NC(=O)CN(Cc2ccccc2)S(=O)(=O)c2ccc3c(c2)OCCO3)cc1	-40%	-1%	17%	-7%	-20%	-6%	1%	0%	-4%	23%	nt
O=C1c2[nH]nc(-c3ccccc3O)c2C(c2cccc(Cl)c2)N1Cc1ccco1 (configuration not stated)	-82%	3%	7%	-1%	?	-8%	0%	2%	nt	?	?
CC(C)CN1C(=O)C(=O)N(CC(=O)NC(C)CCc2ccccc2)C1=O (configuration not stated)	9%	6%	nt	4%	nt	0%	4%	6%	1%	nt	nt
CC(=O)Nc1ccc(N(CC(=O)NCC2CCCO2)C(=O)CCC(=O)Nc2cc(C)on2)cc1 (configuration not stated)	0%	0%	3%	0%	1%	0%	-1%	1%	-2%	1%	-4%
COc1ccc(C(=O)COC(=O)CCN=C2NS(=O)(=O)c3ccccc32)cc1OC	2%	4%	15%	-3%	-4%	1%	12%	0%	-8%	16%	-5%

This is a subset, so the mix of outcomes need not match the whole.
